TexasRed fluor: counter-screen for TRb-SRC2 inhibitors: fluorescence interference | 0.29% of 280,000 active | Potency, µM (doses to about 106 µM), for inactives: at the top dose fluorescence change, negative = quenching | AID 1479 | TRb/SRC2 Texas Red total fluorescence interference; active means well fitted curve in either direction with a large enough effect; inconclusive means small, poorly fitted or top-dose-only effect
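Human TRb ligand-binding domain at 0.6 uM with 20 nM Texas Red SRC2 peptide in Tris buffer containing 1 uM T3 and 5% DMSO, incubated with compound 5 h at ambient temperature. Total fluorescence (555/632 nm) calculated as parallel + 2 × perpendicular.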
RECQ1 inh: RECQ1 (human) helicase inhibition; P46063; RECQ1 DNA unwinding, red fluorescence kinetic read; Potency, µM (highest dose often 57.3 µM), for inactives: at the top dose activity, negative = inhibition, usual class: inhibitors; 0.54% of 240,000 active; AID 2549;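 further: plate controls were vehicle for no effect and no enzyme for full effect; nearly all actives have a fitted effect of over 30% in size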
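RECQ1T1 50 nM; forked duplex (20 bp + 30-nt ss tails) 200 nM, ATP 2 mM final; pH 8.0, 2 mM MgCl2, 2.5 ug/ml poly(dI-dC); 15 min compound preincubation; discontinuous kinetic read over 2 h at RT.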
L3MBTL1 inh: blocks human L3MBTL1. Q9Y468. AlphaScreen L3MBTL1–H3K9me1 peptide binding. Potency, µM (series often up to 57.1 µM), without a hit: at the top dose activity, negative = inhibition, most hits filed as inhibitors. 0.66% of 230,000 active; further: nearly all actives have a fitted effect of over 60% in size
Target sequence (Q9Y468 whole entry, looked up): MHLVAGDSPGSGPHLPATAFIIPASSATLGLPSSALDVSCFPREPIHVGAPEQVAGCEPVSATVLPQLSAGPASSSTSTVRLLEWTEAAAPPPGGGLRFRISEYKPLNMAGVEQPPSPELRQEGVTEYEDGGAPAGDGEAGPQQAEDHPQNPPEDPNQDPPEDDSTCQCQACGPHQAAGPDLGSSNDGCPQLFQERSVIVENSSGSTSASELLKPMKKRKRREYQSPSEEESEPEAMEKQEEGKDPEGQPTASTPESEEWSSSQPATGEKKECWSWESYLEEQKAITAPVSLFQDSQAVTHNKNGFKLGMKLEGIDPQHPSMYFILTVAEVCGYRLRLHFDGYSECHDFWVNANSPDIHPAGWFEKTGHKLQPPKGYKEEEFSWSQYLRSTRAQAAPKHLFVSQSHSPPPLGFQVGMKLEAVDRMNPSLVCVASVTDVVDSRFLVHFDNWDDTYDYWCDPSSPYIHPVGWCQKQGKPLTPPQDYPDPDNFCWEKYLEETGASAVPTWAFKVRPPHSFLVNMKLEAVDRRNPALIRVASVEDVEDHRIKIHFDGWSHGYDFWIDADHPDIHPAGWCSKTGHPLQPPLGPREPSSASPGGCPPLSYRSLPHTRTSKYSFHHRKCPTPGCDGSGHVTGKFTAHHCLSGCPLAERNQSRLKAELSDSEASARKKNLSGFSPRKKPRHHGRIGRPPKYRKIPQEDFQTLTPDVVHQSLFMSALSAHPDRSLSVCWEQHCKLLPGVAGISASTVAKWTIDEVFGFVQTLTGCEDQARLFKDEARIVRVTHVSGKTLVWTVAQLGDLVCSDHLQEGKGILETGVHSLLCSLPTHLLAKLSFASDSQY
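Displacement of a biotinylated histone H3(1-15) peptide monomethylated at Lys9 (75 nM) from L3MBTL1 (50 nM) was measured by AlphaScreen after a 30 min room-temperature compound incubation; cefsulodin titration served as intraplate control.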
Tau fibril ThT: inhibitors of human tau fibril formation, thioflavin T binding; P10636; recombinant tau K18 P301L (four-repeat tau fragment), heparin-induced fibrillization, ThT fluorescence; Potency, µM (doses to about 57.4 µM), without a hit: top-dose activity, negative = inhibition, hits mostly inhibitors; 2.1% of 270,000 active; further: nearly all actives have a fitted effect of over 55% in size
Target sequence (P10636 561-689 P618L limits assumed): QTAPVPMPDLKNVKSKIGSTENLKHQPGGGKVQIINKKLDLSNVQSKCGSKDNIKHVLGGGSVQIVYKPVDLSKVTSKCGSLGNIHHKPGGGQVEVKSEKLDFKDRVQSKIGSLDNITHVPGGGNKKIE
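K18 P301L tau (15 uM + 0.24 uM Alexa 594-tagged), heparin 20 uM, NaOAc pH 7, 6 h 37 C; ThT 30 uM, 1 h RT, ex 450/em 510 nm.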
Tau fibril FP: blocks human tau fibril formation measured by polarization | P10636 | K18 P301L tau heparin fibrillization, Alexa594 FP, 6 h | Potency, µM (series often up to 57.7 µM), inactives show at the highest dose activity, negative = inhibition, actives largely listed as inhibitors | 0.39% of 280,000 active | AID 1468; further: nearly all actives have a fitted effect of over 55% in size
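Human tau K18 […] P301L fragment, 15 uM unlabeled plus 0.24 uM Alexa 594-labeled tau (final), with compound and 20 uM heparin in 100 mM sodium acetate pH 7; 6 hr at 37 C, then Alexa 594 FP read.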
TRb-SRC2 inh: TRbeta-SRC2 interaction inhibition; P10828; TRbeta-SRC2 peptide binding, fluorescence polarization; receptor liganded with 1 µM T3; Potency, µM (doses to about 106 µM), without a hit: at the highest dose activity change, negative = inhibition, actives largely listed as inhibitors; 0.065% of 280,000 active; AID 1469;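 further: plate controls were bound peptide for no effect and peptide without receptor for full effect; nearly all actives have a fitted effect of over 50% in size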
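A fluorescence polarization screen tested compounds at multiple concentrations against complex formation between 0.6 uM TRb ligand-binding domain and 20 nM Texas Red SRC2 peptide, with 1 uM T3 present; readout after 5 hr.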
RGS12 GoLoco inh: inhibitors of human Gai1-RGS12 GoLoco interaction (red fluorophore) | Gai1:RGS12 GoLoco peptide FP, rhodamine, 10 min | Potency, µM (highest dose often 61.6 µM), for the others: at the top dose activity, negative = inhibition, usual class: inhibitors | 0.44% of 230,000 active | AID 880; active means well fitted inhibition curve with a large enough effect, not every such curve was filed as active; inactive means no such curve, though single readings can be large or run the other way; further: nearly all actives have a fitted effect of over 30% in size; many of its hits are not listed in these tables
JMJD2E inh: blocks human JMJD2E demethylase activity; B2RXH2; JMJD2E catalytic domain, FDH-coupled NADH fluorescence (FDH is formaldehyde dehydrogenase); Potency, µM (series often up to 57.1 µM), without a hit: at the highest dose activity change, negative = inhibition, usual class: inhibitors; 1.6% of 230,000 active; active means well fitted inhibition curve with a large enough effect, not every such curve was filed as active; inconclusive means small, poorly fitted or top-dose-only effect, or another doubt; inactive means no such curve, though single readings can be large or run the other way;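 further: 0% = wells with enzyme and -100% = buffer wells without enzyme; nearly all actives have a fitted effect of over 50% in size; many of its hits are not listed in these tables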
Active calls of the source: *; i = inactive; ? = inconclusive; nt = not tested or not shown; & = joins results of further samples; [ ] = dose if it differs, or a comment. Unless noted, the call rests on the fitted dose curve; in most records, active means well fitted curve in the direction sought with a large enough effect; inconclusive means small, poorly fitted or top-dose-only effect, or another doubt; inactive means no such curve, though single readings can be large; an effect the other way counts as inactive or inconclusive. Unless noted, on the % scale 0 is the no-effect control and ±100 the full control effect; potency means the concentration at half of the fitted maximal effect.

Under each structure – TexasRed fluor | RECQ1 inh | L3MBTL1 inh | Tau fibril ThT | Tau fibril FP | TRb-SRC2 inh | RGS12 GoLoco inh | JMJD2E inh
COc1ccc(C(CCN2CCCC(C)C2)c2c(OC)cc(OC)c3c(-c4ccccc4)cc(=O)oc23)cc1 (stereo unspecified)
→ -1%&-2% | 5%&-3% | nt | ? | -6% | 0%&0% | 8% | -8%
CN(C)c1ccc(C(=O)OCC(=O)NCC2CCCO2)cc1 (stereo unspecified)
→ -2% | -1% | nt | -6% | 4% | -11% | 9% | 0%
COC(=O)c1cn(NC(=O)c2cc([N+](=O)[O-])ccc2F)c(=O)c2ccccc12
→ -2% | -10% | -2% | ? | 8% | 3% | 1% | ?
COc1ccc(NC(=S)NCCc2ccc(S(N)(=O)=O)cc2)c(OC)c1
→ -2% | -2% | nt | 0% | -12% | 2% | -3% | 0%
CCc1ccc(NC(=O)C2=C(C)C(=O)OC23CCCCC3)cc1
→ -2% | nt | nt | 7% | 0% | -8% | nt | nt
O=C(CC1Sc2ccccc2NC1=O)Nc1cccnc1 (stereo unspecified)
→ -4% | 0% | 0% | -2% | 9% | -3% | 11% | 4%
COc1ccc(CN2CCCCC2C(=O)Nc2ccc(OC)c(OC)c2)cc1OC (stereo unspecified)
→ -6% | i | -5% | -7% | -5% | -4% | 5% | 3%
N#CCC(=O)N/N=C/c1ccc(Sc2nc3ccccc3s2)o1
→ 4% | -18% | 1% | ? | 1% | 9% | 38%[activator] | -4%
O=C(CN(Cc1ccco1)S(=O)(=O)c1ccccc1)N/N=C/c1ccccc1C(=O)O
→ 1% | 0% | -6% | -16% | 0% | 5% | 12% | -14%
CC(C)(C)C(=O)NC1(C(F)(F)F)C(=O)Nc2c1c(=O)[nH]c(=O)n2-c1ccccc1 (stereo unspecified)
→ 3% | nt | nt | -15% | -1% | -3% | nt | nt

The results go on:
Under each structure – TexasRed fluor | RECQ1 inh | L3MBTL1 inh | Tau fibril ThT | Tau fibril FP | TRb-SRC2 inh | RGS12 GoLoco inh | JMJD2E inh
CCNC(=S)N1CCC(C(N)=O)CC1
→ -1% | i | nt | nt | 4% | 0% | 2% | -3%
COc1cc(Cl)ccc1OC(=O)c1cn(-c2ccccc2OC)c(=O)c2ccccc12
→ -2% | nt | nt | -8% | -6% | 1% | nt | nt
COc1ccc(NC(=O)[C@H](C)NC(N)=O)cc1S(=O)(=O)Nc1cc(C)ccc1Br
→ 0% | i | -4% | 5% | 3% | -1% | 2% | -6%
CCCCCc1nn2cc(-c3ccccc3)nc2s1
→ -1% | nt | nt | ? | -2% | -2% | nt | nt
COc1ccc(-c2noc(C3CCCN(C(=O)c4cccs4)C3)n2)cc1 (stereo unspecified)
→ -7% | -3% | nt | -22% | -9% | -4% | -9% | -6%
COc1ccc(C(=O)NCCC2=CCCCC2)cc1OC
→ 1% | i | nt | -2% | 2% | -21% | 3% | -4%
CCOC(=O)CSc1nc2c(c(=O)[nH]c(=O)n2C)n1CCCc1ccccc1
→ -3% | i | 2% | -11% | 5% | 1% | -5% | -9%
Oc1c(C(c2cccc(Cl)c2)N2CCOCC2)sc2nc(-c3ccco3)nn12 (stereo unspecified)
→ 1% | nt | nt | ? | -8% | 5% | nt | nt
O=[N+]([O-])c1ccc2c(OCc3nnc(-c4ccccc4Br)o3)ncnc2c1
→ -6% | i | -8% | ? | 4% | -6% | 6% | -5%
N=C1C(c2nc3ccccc3s2)=C(O)CN1Cc1ccccc1
→ 0% | 3% | 2% | -4% | ? | -4% | 16% | ?

Brought forward from above: 5 entries; new compounds follow.
Compound	TexasRed fluor	RECQ1 inh	L3MBTL1 inh	Tau fibril ThT	Tau fibril FP	TRb-SRC2 inh	RGS12 GoLoco inh	JMJD2E inh
COc1ccc(C(=O)NCCC2=CCCCC2)cc1OC	1%	i	nt	-2%	2%	-21%	3%	-4%
CCOC(=O)CSc1nc2c(c(=O)[nH]c(=O)n2C)n1CCCc1ccccc1	-3%	i	2%	-11%	5%	1%	-5%	-9%
Oc1c(C(c2cccc(Cl)c2)N2CCOCC2)sc2nc(-c3ccco3)nn12 (stereo unspecified)	1%	nt	nt	?	-8%	5%	nt	nt
O=[N+]([O-])c1ccc2c(OCc3nnc(-c4ccccc4Br)o3)ncnc2c1	-6%	i	-8%	?	4%	-6%	6%	-5%
N=C1C(c2nc3ccccc3s2)=C(O)CN1Cc1ccccc1	0%	3%	2%	-4%	?	-4%	16%	?
O=C(C1CCCO1)N1CCN(C(=S)Nc2ccccc2C(F)(F)F)CC1 (stereo unspecified)	-3%	0%	-10%	-6%	?	-11%	-2%	6%
Cc1ccc(NC(=O)CCCc2nnc3n(C)c(=O)c4sccc4n23)cc1C	1%	nt	nt	-1%	7%	-1%	nt	nt
COc1cc(C(=O)OC(C)CN2CCCC2)cc(OC)c1OC (stereo unspecified)	-1%	-6%	7%	3%	-3%	-2%	7%	-5%
Cc1ccc(S(=O)(=O)/N=C(/Nc2ccc3[nH]c(=O)[nH]c3c2)c2ccc(F)cc2)cc1	-3%	19%	1%	-5%	6%	3%	-3%	6%
O=C(O)COc1ccc(-c2nccc(-c3ccccn3)n2)cc1	-2%	0%	-12%	-10%	0%	0%	14%	1%
O=c1cc(N2CCCCC2)c(-c2ccccc2)nn1Cc1c(Cl)cccc1Cl	1%[53 µM]	i	9%	-18%	-1%	-15%[53 µM]	-6%	-18%
O=C(CSc1n[nH]c(=O)n1C1CC1)Nc1ccc(Cl)c(Cl)c1	0%	-5%	13%	3%	-11%	-1%	-1%	-4%
CC(CNC(=O)Cn1ccc2cc(S(=O)(=O)N3CCCCC3)ccc21)c1ccccc1 (stereo unspecified)	-2%	nt	nt	1%	-10%	-7%	nt	nt

Going on with the list:
Compound	TexasRed fluor	RECQ1 inh	L3MBTL1 inh	Tau fibril ThT	Tau fibril FP	TRb-SRC2 inh	RGS12 GoLoco inh	JMJD2E inh
Cc1ccc2ccccc2c1Cn1c(-n2ccnc2)nc2c1c(=O)n(C)c(=O)n2C	0%	-4%	nt	-11%	-3%	7%	5%	7%
COC(=O)c1ccc(CSc2nc3ccc(Cl)cc3[nH]2)o1	2%	i	nt	-15%	-9%	-3%	5%	-1%
O=C(c1ccc(Cn2c(=S)[nH]c3cc4c(cc3c2=O)OCO4)cc1)N1CCN(c2ncccn2)CC1	-2%	-14%	4%	3%	-19%	-5%	10%	-19%
CC(NS(=O)(=O)c1ccc(OCC(=O)N2CCOCC2)cc1)c1ccccc1 (stereo unspecified)	0%	-13%	-2%	-8%	-8%	3%	14%	-6%
CC(C)(C)CN1CCNC(=O)C1CC(=O)NC1Cc2ccccc2C1 (stereo unspecified)	-3%	?	7%	-16%	-3%	-1%	-1%	?
Cc1cc(C)n2nc(C(=O)Nc3ccccc3N3CCOCC3)nc2n1	-2%	i	2%	1%	-8%	-8%	-9%	0%
Cc1c(O)c(CN2CCCC2)cc2c3c(c(=O)oc12)CCC3	3%	?	-7%	13µM*	?	?	64%[activator]	?
CCC(=O)N1Cc2ccccc2-c2ccccc2C1=O	-2%	-5%	9%	-7%	-6%	-2%	9%	?

The results go on.
Compound	TexasRed fluor	RECQ1 inh	L3MBTL1 inh	Tau fibril ThT	Tau fibril FP	TRb-SRC2 inh	RGS12 GoLoco inh	JMJD2E inh
CCc1ccc(NC(=O)Cn2nc(SC)c(S(=O)(=O)c3ccc(OC)cc3)c2N)cc1	2%	nt	nt	4%	?	-4%	nt	nt
CN(Cc1ccccc1)S(=O)(=O)c1ccc(OCC(=O)N2CCC(C(N)=O)CC2)cc1	0%	1%	nt	nt	-10%	-9%	15%	-1%
CCCC(=O)Oc1c(Sc2ccc(Cl)cc2)c(C)nn1-c1ccccc1	-2%	nt	nt	?	-24%	-9%	nt	nt
N#Cc1ccc(Oc2nc(Nc3ccc(F)cc3)nc(N3CCCC3)n2)cc1	-5%	-8%	nt	3%	-7%	-10%	-9%	-5%
CC(C)CNC(=O)C(=O)Nc1c2c(nn1-c1ccc(Cl)cc1)CSC2	2%	nt	nt	-3%	-2%	1%	nt	nt
CC(=O)Nc1cccc(OCC(=O)NS(=O)(=O)c2ccc(C)cc2)c1	-3%	-18%	3%	-4%	12%	-4%	15%	4%
C=CCn1c2ccccc2c2nnc(SCC(=O)Nc3cc(C)on3)nc21	1%	i	nt	-8%	-10%	1%	11%	4%
COc1ccc([N+](=O)[O-])cc1NC(=O)C(C)OC(=O)C1c2ccccc2Oc2ccccc21 (stereo unspecified)	6%	0%	-18%	3%	5%	-4%	-4%	8%

Later entries
Compound	TexasRed fluor	RECQ1 inh	L3MBTL1 inh	Tau fibril ThT	Tau fibril FP	TRb-SRC2 inh	RGS12 GoLoco inh	JMJD2E inh
Cc1cccc(N2CCN(C(=O)c3ccc4nc(-c5ccco5)c(-c5ccco5)nc4c3)CC2C)c1 (stereo unspecified)	-2%	-7%	?	?	4%	7%	6%	?
CCN(CC)CCNC(=O)c1[nH]c2ccc(OCc3ccccc3)cc2c1C	-2%	-13%	-22%	-12%	7%	2%	9%	?
CCC(C(=O)NC(C)CCc1ccccc1)n1nc(C)n2c(cc3occc32)c1=O (stereo unspecified)	-1%	-5%	0%	-10%	0%	7%	-3%	?
COc1cccc(NC(=O)C2CC(=O)N(c3ccc(Br)cc3)C2)c1 (stereo unspecified)	-3%	nt	nt	-2%	0%	-8%	nt	nt
O/C(=C\c1nc2ccccc2nc1/C=C(\O)c1ccccc1)c1ccccc1	-1%	-7%	nt	?	3%	-4%	-5%	18%
Cc1csc(N(C)C(=O)CSc2nnc(COc3cccc4ccccc34)o2)n1	2%	i	-15%[11.4 µM]	?	-13%	-15%	0%	5%

Compound activity deposited in PubChem by National Center for Advancing Translational Sciences (NCATS).

Not all compounds are listed. The share of hits here may be higher or lower than overall.
